Source: PubChem
Lipid droplet – inhibitors of hepatocyte lipid droplet formation, primary screen, imaging, high-throughput imaging, BODIPY stain. actives 0.4% (n = 240,000). AML12 mouse hepatocytes, oleate lipid droplets. inhibition, % at 6.5 µM;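 active = lipid droplet intensity inhibited by at least 50%, with more than 500 cells counted; inconclusive = wells with under 300 cells, treated as cytotoxic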
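Material – AML12 mouse liver cells · Also added – oleate loading, 100 µM · Compound dosing – 6.5 µM single-point dosing · Times – overnight treatment with compound plus oleate · Measured by – fluorescence imaging, 20x objective, two fields per well · Read-out – percent inhibition of filter-corrected integrated lipid droplet intensity per well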
SIAH1 antagonists – Siah-1 peptide-binding antagonists, primary screen, biochemical, fluorescence polarization, rhodamine-plectin, uHTS (AID 1817). actives 0.02% (n = 290,000). Siah-1 / rhodamine-plectin peptide fluorescence polarization; higher % means a stronger effect. one-dose displacement, % at 20 µM; IC50 in µM for titrated hits;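 active = displacement of at least 50% at 20 µM, with a fluorescence ratio check between 0.3 and a set limit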;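 also: plate controls were Siah plus tracer with DMSO for no effect and tracer alone without Siah for full effect; strong numbers were not always called active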
HEK293 NOD2/NF-kB – NOD2 signaling inhibitors, cell-based, luminescence, uHTS, HEK293 (AID 1566) | actives 0.63% (n = 290,000) | inhibition, % at 4 µM, or EC50 in µM where a hit was titrated | HEK293 NOD2/NF-kB luciferase reporter, luminescence; higher % means a stronger effect; also: many of its hits are not listed in these tables
CSM14.1 death rescue – rescue of cells from ER stress-induced death, primary screen, 384-well, CSM14.1, thapsigargin, ATP luminescence (AID 1222); CSM14.1 thapsigargin-induced death rescue, ATP luminescence; higher % means a stronger effect; one-dose cellular ATP content (survival), % at 20 µM; EC50 in µM for titrated hits; 190,000 tested, under 10 active;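 active = EC50 below 50 µM in the dose-response confirmation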;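 also: death triggered by thapsigargin at about 15 µM added after 2 h compound pretreatment; cell ATP read after overnight thapsigargin exposure of roughly 18 to 22 hours; normalized against plate controls of thapsigargin alone and 5% DMSO vehicle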
AID2073 – inhibitors of Mint1-CaV2.2 protein interaction, biochemical, HTRF (AID 2073); HTRF protein-protein interaction, Mint1-CaV2.2; higher % means a stronger effect; one-dose inhibition, % at 20 µM; IC50 in µM for titrated hits; actives 0.19% (n = 290,000); in the data active = inhibition mostly above about 51%, no sharp cut-off; inconclusive = no clear call, values can overlap the other calls; inactive = mostly below about 53%; also: some results filed as inactive read as strong as hits
XIAP antagonists – XIAP antagonists, biochemical, IAP family, fluorescence polarization (AID 1018). E3 ubiquitin-protein ligase XIAP (Homo sapiens). XIAP BIR domain, fluorescence polarization peptide displacement; higher % means a stronger effect. displacement, % at 20 µM, or IC50 in µM where a hit was titrated. actives 0.007% (n = 200,000); in the data active = displacement above about 50%; also: a part of the inactive calls stands beside numbers as strong as those of hits
M17LAP inhibition – P. falciparum M17LAP inhibitors, primary screen, biochemical, fluorogenic H-Leu-NHMec substrate, 1536-well (AID 1619); actives 0.38% (n = 220,000); one-dose inhibition, % at 30 µM; IC50 in µM for titrated hits; recombinant M17LAP, H-Leu-NHMec fluorogenic kinetic assay; higher % means a stronger effect; Leucine aminopeptidase (Plasmodium falciparum (isolate 3D7));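 active = compound inhibiting the enzyme by more than half at any dose during confirmatory dose-response retesting; inconclusive = strong single-dose inhibitors picked by rank but not retested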;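 also: plate controls were full reaction with DMSO carrier for no effect and no enzyme background for full effect; strong numbers were not always called active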
LYP phosphatase – inhibitors of LYP phosphatase, biochemical, fluorescence intensity, uHTS (AID 1779) | recombinant LYP phosphatase, fluorescence intensity; higher % means a stronger effect | Tyrosine-protein phosphatase non-receptor type 22 (Homo sapiens) | inhibition, % at 11.5 µM, or IC50 in µM where a hit was titrated | actives 0.054% (n = 290,000);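 also: plate controls were vehicle with enzyme for no effect and no enzyme for full effect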
M1AAP inhibition – P. falciparum M1AAP inhibitors, biochemical, fluorogenic H-Leu-NHMec substrate, 1536-well (AID 1445). Aminopeptidase N (Plasmodium falciparum (isolate 3D7)). recombinant M1AAP, H-Leu-NHMec fluorogenic kinetic assay; higher % means a stronger effect. inhibition, % at 30 µM; hits with a dose series show IC50 in µM. actives 0.42% (n = 220,000);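 active = primary inhibition above the hit cutoff, then over 50% inhibition at one or more dose response concentrations, cut at about 23% in these data, passing the limit was not always enough; inconclusive = conflicting primary data, or primary hits not chosen for dose response; inactive = low primary inhibition, or under 50% at every dose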;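 also: plate controls were DMSO full reaction for no effect and no enzyme background for full effect; strong numbers were not always called active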
Lipid droplet cells 6.5 µM – further read-out of Lipid droplet, marked with its call; cell count; measured here: cell count, cytotoxicity flag;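 cells counted across two imaged fields per well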
The depositor's hits bear a star; ? = inconclusive; / = not tested or not shown. Rule as the data show it, unless noted: active = inhibition above about 50%; inactive = the rest. This is a subset, so the mix of outcomes need not match the whole.

no. | SMILES | Lipid droplet | Lipid droplet cells 6.5 µM | SIAH1 antagonists | HEK293 NOD2/NF-kB | CSM14.1 death rescue
1 | O=C(Nc1nnc(COc2ccccc2)s1)C1CCN(S(=O)(=O)c2ccc(Cl)cc2)CC1 | -1 | 751 | 9% | -10% | -0.2%
2 | Cc1cnc(NC(=O)c2sc(Nc3ccccc3)nc2N)o1 | 0 | 724 | 15% | -19% | /
3 | CCCc1c(C(=O)NNc2ccc(C)cc2)cnn1-c1ccccc1 | 4 | 700 | 13% | -22% | /
4 | COc1ccc(NC(=O)CN2c3cccc4cccc(c34)S2(=O)=O)cc1 | / | / | -4% | -7% | -0.7%
5 | O=C(NCc1ccc(F)cc1)c1cccnc1 | 9 | 800 | 2% | 10% | /
6 | CC(C)(C)C1CCC2(CC1)C(C#N)=C(SCC(=O)NC1CCCCC1)NC(=O)C2C#N (stereo unspecified) | -13 | 753 | 3% | 18µM* | -2.6%
7 | Cc1cc(C)n2nc(CC(=O)NCc3ccc(F)cc3)nc2n1 | 24 | 669 | 3% | 5% | -1.9%
8 | CCN(CC)S(=O)(=O)c1ccc2c(c1)nc(CCC(=O)Nc1ccc3c(c1)OCO3)n2C | -12 | 346 | 9% | 16% | -2.1%
9 | COc1ccccc1NC(=O)c1ccccc1C(=O)Nc1ccccc1OC | 4 | 832 | -3% | 4% | /
10 | COc1ccc2ccccc2c1/C=N/NC(=S)Nc1cc(S(=O)(=O)N2CCOCC2)ccc1N1CCOCC1 | 11 | 673 | 14% | -6% | -2.0%
11 | CCCc1ccc2oc(C(=O)N(Cc3ccncc3)CC3CCCO3)c(C)c2c1 (stereo unspecified) | -2 | 670 | 0% | 18% | /
12 | CN1CCN(CCCNC(=O)c2nnc(Cc3c(F)cccc3Cl)o2)CC1 | 3 | 799 | 0% | -2% | 9.5%
13 | COCCn1nnnc1C(c1cc2cc(C)ccc2[nH]c1=O)N1CCc2ccccc21 (stereo unspecified) | -12 | 718 | 0% | -8% | -1.6%
14 | CC(C)(C)NS(=O)(=O)c1ccc2c(c1)oc(=O)c1cc(S(=O)(=O)NC(C)(C)C)ccc12 | 4 | 768 | 1% | -2% | -0.9%
15 | COc1ccc2c(c1)CC(C1(O)C(=O)N(C)c3ccccc31)C2=O (stereo unspecified) | / | / | 1% | -1% | -1.6%

no. | AID2073 | XIAP antagonists | M17LAP inhibition | LYP phosphatase | M1AAP inhibition
1 | 2% | 0.2% | 2% | -4% | 1%
2 | -5% | / | 9% | -3% | 5%
3 | -8% | / | -1% | -6% | 4%
4 | 2% | -4.9% | 3.8µM* | 3% | 0%
5 | 0% | / | / | -8% | /
6 | -1% | -3.4% | 3% | 11% | 6%
7 | -2% | -2.5% | -23% | 0% | -1%
8 | 6% | -2.7% | -12% | 1% | 8%
9 | -2% | / | / | -7% | /
10 | 13% | -8.5% | 0% | 12% | 8%
11 | 4% | / | / | -7% | /
12 | -2% | -6.2% | 5% | -7% | 9%
13 | 5% | 3.5% | 10% | -3% | 11%
14 | 6% | -8.1% | 10% | -7% | -3%
15 | 6% | 0.4% | 7% | -7% | 8%

The closing 2 entries of the part above lead into the next.
no. | SMILES | Lipid droplet | Lipid droplet cells 6.5 µM | SIAH1 antagonists | HEK293 NOD2/NF-kB | CSM14.1 death rescue
14 | CC(C)(C)NS(=O)(=O)c1ccc2c(c1)oc(=O)c1cc(S(=O)(=O)NC(C)(C)C)ccc12 | 4 | 768 | 1% | -2% | -0.9%
15 | COc1ccc2c(c1)CC(C1(O)C(=O)N(C)c3ccccc31)C2=O (stereo unspecified) | / | / | 1% | -1% | -1.6%
16 | COc1ccc(CCNC(=O)c2cc(-c3ccccc3O)n[nH]2)cc1OC | 4 | 742 | 3% | 3% | -2.3%
17 | COc1ccccc1N1CCN(C(CNC(=O)C2CCCCC2)c2cccnc2)CC1 (stereo unspecified) | 6 | 678 | -2% | -9% | -3.7%
18 | OC(c1cccc(OCc2ccccc2)c1)c1nnc(-c2ccccc2)o1 (stereo unspecified) | -29 | 685 | -1% | 21% | -3.1%
19 | Cn1c(CC(=O)Nc2ccc(F)cc2)nnc1SCC(=O)Nc1nncs1 | -16 | 795 | 4% | -3% | /
20 | Cc1ccc(-c2nnc(COc3cccc(-n4cnnn4)c3)o2)cc1 | / | / | 6% | -11% | 1.9%
21 | O=C1C(C2=C(O)c3ccccc3C2=O)=Nc2ccccc21 | / | / | -3% | 1% | -0.1%
22 | O=C(N1CCCC1)C12CC3CC(CC(C3)C1)C2 | 0 | 737 | 12% | -1% | -0.9%
23 | CCOc1ccc(-c2nnc3ccc(SC)nn23)cc1 | / | / | -6% | 18% | -1.5%
24 | O=C(Nc1ccccc1)NC1(C(=O)NCc2ccc3c(c2)OCO3)CCCCC1 | -6 | 709 | 7% | -2% | 7.2%
25 | O=C1OC2(CCCCC2)OC(=O)C1=CNc1ccc2c(c1)OCO2 | / | / | -3% | -34% | -3.1%
26 | CC1(C(=O)c2ccccc2)C2c3c(ccc4ccccc34)OC(=O)C21C(=O)N1CCOCC1 (stereo unspecified) | / | / | 4% | 13% | -1.4%
27 | CC1CCCC(C)N1C(=O)COC(=O)c1nn(C)c(=O)c2ccccc12 (stereo unspecified) | 18 | 843 | 5% | -6% | /
28 | O=C1C(Cc2ccccc2)SC(=Nc2ccccc2)N1c1ccccc1 (stereo unspecified) | / | / | 3% | 8% | 2.1%
29 | CCOC(=O)c1c(S(=O)(=O)NCC(=O)Nc2cc(C)ccn2)c(C)n(C)c1C | 9 | 677 | 3% | -4% | /
30 | Cc1ccccc1C(=O)Oc1ccccc1N1C(=O)C2CC=CCC2C1=O (stereo unspecified) | -30 | 683 | 1% | -12% | -0.7%

no. | AID2073 | XIAP antagonists | M17LAP inhibition | LYP phosphatase | M1AAP inhibition
14 | 6% | -8.1% | 10% | -7% | -3%
15 | 6% | 0.4% | 7% | -7% | 8%
16 | 11% | -6.4% | 14% | -1% | 10%
17 | -4% | 3.3% | -1% | -8% | 3%
18 | 12% | 0.5% | 16% | -7% | 8%
19 | 9% | / | / | -8% | /
20 | 10% | -4.4% | 4% | -4% | 2%
21 | 5% | -9.2% | 14% | -10% | 23%
22 | -1% | 3.5% | 0% | 0% | 7%
23 | 40% | -1.3% | -7% | -10% | 0%
24 | 42% | -7.5% | 3% | 0% | 0%
25 | -3% | -2.4% | 1% | 1% | 0%
26 | -1% | -17% | -17% | 7% | 7%
27 | -1% | / | / | -1% | /
28 | -10% | -1.7% | -1% | -7% | -7%
29 | 1% | / | / | -14% | /
30 | -4% | -8.9% | 3% | -2% | 1%

Three entries out of the list above, sorted by the value under LYP phosphatase, rising:
item	Structure	SIAH1 antagonists	HEK293 NOD2/NF-kB	AID2073	XIAP antagonists	M17LAP inhibition	LYP phosphatase	M1AAP inhibition
21	O=C1C(C2=C(O)c3ccccc3C2=O)=Nc2ccccc21	-3%	1%	5%	-9.2%	14%	-10%	23%
30	Cc1ccccc1C(=O)Oc1ccccc1N1C(=O)C2CC=CCC2C1=O (stereo unspecified)	1%	-12%	-4%	-8.9%	3%	-2%	1%
22	O=C(N1CCCC1)C12CC3CC(CC(C3)C1)C2	12%	-1%	-1%	3.5%	0%	0%	7%

(cont.)
no. | SMILES | Lipid droplet | Lipid droplet cells 6.5 µM | SIAH1 antagonists | HEK293 NOD2/NF-kB | CSM14.1 death rescue
31 | COc1ccc(CN2CCN(S(=O)(=O)c3ccc(C)cc3)CC2)cc1Br | 0 | 739 | 0% | 3% | -2.0%
32 | COc1ccc(CC(=O)N(Cc2ccccc2)C(C)C)cc1 | -6 | 819 | -4% | -10% | /
33 | CCN(CC)S(=O)(=O)c1ccc2oc(C(=O)NC3CC3)c(C)c2c1 | -1 | 802 | 0% | -21% | /
34 | CC(C)c1nnc(NC(=O)c2sc3ccccc3c2Cl)s1 | / | / | 3% | -90% | -0.9%
35 | CCc1cccc(NC(=O)c2cccc3c2C(=O)N(CC2CCCO2)C3)c1 (stereo unspecified) | 5 | 765 | -3% | 9% | /
36 | CC(C)(C)c1ccc(NC(=O)COc2ccc(-n3ccnc3)cc2)cc1 | -5 | 765 | 1% | 24% | 0.6%
37 | CC(NC(=O)Cn1c(NCCO)nc2ccccc21)C1CC2CCC1C2 (stereo unspecified) | 0 | 703 | -5% | -30% | -1.0%
38 | COc1cc(C2C(C#N)=C(N)OC3=C2C(=O)CCC3)cc(OC)c1OC(=O)N1CCOCC1 (stereo unspecified) | / | / | 0% | 5% | -1.2%
39 | COC(=O)C(C)N1C(=O)S/C(=C/c2cc(C)n(-c3ccccn3)c2C)C1=O (stereo unspecified) | 24 | 811 | -2% | -47% | -2.6%
40 | Cc1cc(NS(=O)(=O)c2ccc(NC(=O)CCCOc3ccccc3)cc2)no1 | / | / | -2% | 20% | -1.7%
41 | Cn1c(=O)c2c(nc(N3CCN(c4ccccn4)CC3)n2Cc2ccc(Cl)cc2Cl)n(C)c1=O | / | / | 5% | 19% | -0.9%
42 | O=C(CSc1nnc(-c2cc3ccccc3cc2O)n1Cc1ccco1)N1CCc2ccccc2C1 | -1 | 770 | -5% | -142% | 3.6%
43 | Cc1cc(Cl)c2oc(C(=O)N(C)Cc3nccn3C)c(C)c2c1 | -6 | 678 | -6% | 21% | /
44 | CN(C)c1c(N)[nH]c2c(c1=O)c(=O)n(C)c(=O)n2C | 27 | 726 | 2% | 10% | -0.2%
45 | COc1ccc(OC)c(NC(=O)C2CC2c2ccccc2)c1 (stereo unspecified) | -8 | 844 | -6% | 8% | /
46 | O=C(c1cccs1)N1CCN=C1SCc1ccccc1F | -5 | 669 | -1% | -16% | -0.5%

no. | AID2073 | XIAP antagonists | M17LAP inhibition | LYP phosphatase | M1AAP inhibition
31 | 6% | -4.9% | -5% | -2% | 6%
32 | -4% | / | / | -2% | /
33 | 19% | / | / | 0% | /
34 | 0% | -4.7% | 14% | -1% | ?
35 | 0% | / | / | 9% | /
36 | 1% | -17% | 2% | -1% | -6%
37 | -12% | -2.3% | 0% | -3% | -1%
38 | 4% | -4.0% | -3% | -8% | 2%
39 | -9% | -1.4% | 8% | -6% | 12%
40 | 6% | -5.5% | -13% | 0% | 3%
41 | -4% | -4.0% | 9% | 3% | 4%
42 | 4% | -5.4% | 1% | -2% | 10%
43 | 2% | / | / | -11% | /
44 | 3% | -4.6% | -22% | 3% | -2%
45 | 10% | / | / | -9% | /
46 | -7% | -8.4% | 5% | -3% | 2%
